Rtt109 Vps75: C. albicans Rtt109 histone acetyltransferase inhibition. Q5AAJ8. inhibition, % at 34.9 µM. AID 540336. purified Rtt109/Vps75, ThioGlo CoA-SH fluorescence, 4 h. 330,000 compounds, 0.16% hits;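 active = inhibition of at least 50% in every replicate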
Target sequence (Q5AAJ8 whole entry, looked up): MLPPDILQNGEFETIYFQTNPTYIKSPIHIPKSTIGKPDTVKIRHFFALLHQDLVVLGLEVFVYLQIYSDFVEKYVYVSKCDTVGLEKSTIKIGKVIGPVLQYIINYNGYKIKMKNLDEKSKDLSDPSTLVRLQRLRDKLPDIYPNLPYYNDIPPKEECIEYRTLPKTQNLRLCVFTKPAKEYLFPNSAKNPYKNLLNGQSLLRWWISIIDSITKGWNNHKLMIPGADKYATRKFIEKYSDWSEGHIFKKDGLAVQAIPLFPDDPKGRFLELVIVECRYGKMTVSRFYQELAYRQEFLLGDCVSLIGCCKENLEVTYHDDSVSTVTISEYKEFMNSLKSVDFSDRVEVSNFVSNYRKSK
PfHsp90 set2: inhibits growth of yeast expressing Plasmodium falciparum Hsp90. 310,000 compounds, 0.32% hits. S. cerevisiae expressing PfHsp90, BacTiter-Glo ATP, 48 h; yeast lacking PDR1 and PDR3 efflux regulators. AID 504621. inhibition, % at 9.4 µM;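 active = every replicate shows inhibition above about 80%, whatever the replicate mean, limit read from the data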;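 note: 0% = DMSO neutral controls and 100% = 20 µM radicicol positive controls; yeast relying on Plasmodium falciparum Hsp90 in place of its own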
CDK5 p35 inh: CDK5/p35 (human) kinase inhibition. Q00535+Q15078. Recombinant CDK5/p35, ADP-Glo luminescence, 60 min. inhibition, % at 10 µM. 330,000 compounds, 0.01% hits. AID 488839;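 active = highest replicate inhibition of at least 50% and at least 75% of replicates reaching 50%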;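 note: plate controls were DMSO neutral control for no effect and GW8510 at 10 µM for full effect; many of its hits are not listed in these tables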
RTF Ca sens inh: cardiac RTF calcium desensitization; IANBD-labeled cardiac RTF, Ca2+ fluorescence; P19429+P45379; 340,000 compounds, 0.12% hits; inhibition, % at 7.15 µM; AID 493244;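 active = inhibition above the mean inhibition of all tested compounds plus 3 SD, cut at about 17% in these data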;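 note: assay run at fixed EC70 calcium of 1.6 mM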
dFosB act: activators of mouse delta FosB homodimer; P13346; 340,000 compounds, 0.99% hits; purified delta FosB, TAMRA-CDK5 oligo fluorescence polarization; percent of positive-control signal above neutral wells; activation, % at 25 µM;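 active = mean activation above about 17%, with every replicate also reaching it, limit read from the data, passing the limit was not always enough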;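 note: fluorescence polarization rise as delta FosB binds a TAMRA Cdk5 AP-1 oligo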
RTF Ca sens act: increases calcium sensitivity of human cardiac regulated thin filaments; IANBD-labeled TnC RTF fluorescence at EC20 calcium; 0% EC20 calcium, 100% full calcium; activation, % at 7.2 µM; 340,000 compounds, 0.24% hits; P19429+P45379;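 active = activation above the mean over all tested compounds plus 3 SD, cut at about 30% in these data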;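 note: rise in fluorescence read as greater calcium sensitivity of cardiac thin filaments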
PvdQ acylase: P. aeruginosa PvdQ acylase inhibition | purified PvdQ acylase, fluorescence plate reader | inhibition, % at 10 µM | 340,000 compounds, 0.063% hits; in the data active = inhibition above about 30%, passing the limit was not always enough;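 note: 0% = vehicle neutral wells and 100% = reference inhibitor wells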
SUMO Mot1 rescue: SUMOylation pathway inhibition by Mot1-301 growth rescue | growth rescue, % at 18.8 µM | 320,000 compounds, 1% hits | S. cerevisiae Mot1-301 growth rescue, ATP luminescence, 38.5C; percent above DMSO median, 100 means doubled;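 active = every valid replicate shows activation above 250% relative to neutral control wells; inactive = the rest, any valid replicate at or below 250%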;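 note: OY570 slx delta 5 strain wells were the positive control but not used for scaling; some compounds called inactive have numbers as strong as hits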
NSD2 HMT inh: inhibitors of human histone methyltransferase NSD2 | O96028 | NSD2 peptide methylation, AlphaScreen, 120 min | inhibition, % at 12.5 µM | 310,000 compounds, 0.54% hits; in the data active = inhibition above about 50%
C-LANA FP: inhibitors of KSHV LANA C-terminal domain DNA binding; MBP-C-LANA/FAM-LBS DNA binding, fluorescence polarization; inhibition, % at 9 µM; 340,000 compounds, 0.078% hits; AID 504423;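 active = highest replicate inhibition at or above 60% at 9 µM, even if other replicates fall short; inactive = all replicates below 60% inhibition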;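 note: 0% = neutral control wells and 100% = 4 µM acridine orange control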
Keap1 Nrf2 FP: disrupts human Keap1 binding to Nrf2 peptide; 340,000 compounds, 0.15% hits; AID 504523; inhibition, % at 9.4 µM; Keap1 Kelch-Nrf2 peptide fluorescence polarization, 1536-well; in the data active = inhibition above about 12%;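 note: human Keap1 Kelch domain with fluorescein labeled Nrf2 9mer peptide probe; 0% = neutral control wells and 100% = peptide positive control; higher means more block of Keap1 binding to Nrf2 peptide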
Target sequence (Q14145 whole entry, looked up, the tested form may be a part): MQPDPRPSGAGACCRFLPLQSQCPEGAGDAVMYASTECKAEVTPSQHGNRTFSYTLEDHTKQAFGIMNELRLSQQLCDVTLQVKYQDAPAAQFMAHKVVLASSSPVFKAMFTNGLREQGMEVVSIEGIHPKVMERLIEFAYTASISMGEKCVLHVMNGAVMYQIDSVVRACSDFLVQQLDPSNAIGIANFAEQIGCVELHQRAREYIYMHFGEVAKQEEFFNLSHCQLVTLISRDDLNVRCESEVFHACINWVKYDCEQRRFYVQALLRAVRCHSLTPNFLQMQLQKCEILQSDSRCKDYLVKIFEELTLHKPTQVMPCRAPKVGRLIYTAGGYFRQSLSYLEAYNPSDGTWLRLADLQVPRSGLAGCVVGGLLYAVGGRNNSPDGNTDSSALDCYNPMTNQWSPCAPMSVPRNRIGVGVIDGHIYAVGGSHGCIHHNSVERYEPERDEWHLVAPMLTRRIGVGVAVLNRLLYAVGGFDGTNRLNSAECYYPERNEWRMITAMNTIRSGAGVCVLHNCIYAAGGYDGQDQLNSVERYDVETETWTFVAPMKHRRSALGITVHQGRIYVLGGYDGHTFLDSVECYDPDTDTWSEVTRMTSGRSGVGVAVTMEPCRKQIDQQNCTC
* hit, by the source's call; / = no result given.

SMILES	Rtt109 Vps75	PfHsp90 set2	CDK5 p35 inh	RTF Ca sens inh	dFosB act	RTF Ca sens act	PvdQ acylase	SUMO Mot1 rescue	NSD2 HMT inh	C-LANA FP	Keap1 Nrf2 FP
CCCCSc1nc2c(c(C(F)(F)F)c1C#N)CCC2	-7	-53	0.0	-4	-1	6	-18	-6	-6	1.4	0
Nn1c(SCc2cn3ccsc3n2)nnc1-c1ccncc1	1	-3	-0.5	2	0	1	-8	-13	0	1.2	5
COc1ccc2sc(-c3ccc(SC)cc3)c(C#CC(C)(C)O)c2c1	-5	33	-4.9	-5	6	-2	5	-5	/	1.0	0
COc1cccc(C(c2c(N)[nH]c(=S)[nH]c2=O)c2c(N)[nH]c(=S)[nH]c2=O)c1	0	-2	1.0	/	-8	/	-16	-1	2	0.8	-4
c1coc(-c2nnc(SCc3nc4ccccc4[nH]3)o2)c1	-1	-6	-1.2	1	-12	2	-3	-10	0	-2.1	-9
C=CCN(C(=O)c1cc(C)cc(C)c1)C1(C(=O)Nc2ccccc2)CCN(C(C)C)CC1	6	-14	-0.2	-3	-6	0	-1	-3	40	1.6	-2
CCN(CC)CCNC(=O)/C(=N\O)c1ccccn1	-1	1	-2.3	-22	-2	5	-11	-4	21	0.6	1
COc1cc(/C=C(\C#N)c2ccccn2)ccc1OCc1ccccc1	-9	10	0.8	11	-10	9	-8	2	-4	3.8	-7
CCc1ccccc1NC1=CC(=O)CC(C)(C)C1	3	-15	-7.7	2	-2	3	-3	328	-1	-1.9	1
O=C(Cc1cccs1)Nc1nnc(SCc2ccc(Br)cc2)s1	-6	-12	-1.3	12	-3	-6	3	2	3	-1.2	4
O=C(COc1ccc(Cl)cc1)Nc1ccccc1Cl	8	-12	1.9	-1	5	8	5	9	-3	-0.6	-3
CC(=O)Nc1cccc(C(=O)/C=C/c2ccco2)c1	-6	0	0.1	-6	-10	4	-10	-6	4	1.1	-4
O=C(CC(C(=O)O)c1cccc(Br)c1)c1ccc(Cl)cc1 (stereo not given)	29	-8	1.9	-6	-1	7	-4	22	-3	-1.8	6
CNC(=O)CN(Cc1ccccc1)S(=O)(=O)c1ccccc1	-5	/	-0.4	-5	1	4	-19	3	-1	0.3	2
Cc1ccc(NC2CC(=O)N(CCc3ccccc3)C2=O)cc1 (stereo not given)	-3	-2	-1.3	-4	2	10	-3	-11	-2	0.2	-3
CNC(=O)CC1C(=O)N(c2ccc(F)cc2)C(=S)N1NC(=O)c1ccc(Cl)cc1 (stereo not given)	3	16	-1.5	-8	-4	1	-17	247	-2	-1.6	-3
CC(CCc1ccccc1)NC(=O)c1ccccc1C(=O)O (stereo not given)	1	14	-0.1	-8	2	11	-11	-3	-1	-0.2	3
Cc1nc2cc(C(=O)OCC(=O)Nc3ccc(C#N)cc3)ccc2n1-c1ccccc1	-2	-19	-5.5	1	-18	10	-13	-4	/	-0.4	-4
COc1ccc(C(=O)N2CCC(NC(=O)C(Cc3ccccc3OC)NC(C)=O)CC2)cc1 (stereo not given)	-9	6	-0.2	-2	-2	-5	3	/	/	-0.1	-6
CC1CC2(CCCC2)N(C(=O)N(C)C)c2ccc(F)cc21 (stereo not given)	10	-19	1.5	-9	-2	2	-6	-6	2	-0.3	4

Only RTF Ca sens act (three entries from above):
compound | RTF Ca sens act
CNC(=O)CC1C(=O)N(c2ccc(F)cc2)C(=S)N1NC(=O)c1ccc(Cl)cc1 (stereo not given) | 1
CC(CCc1ccccc1)NC(=O)c1ccccc1C(=O)O (stereo not given) | 11
Cc1nc2cc(C(=O)OCC(=O)Nc3ccc(C#N)cc3)ccc2n1-c1ccccc1 | 10

The results go on.
SMILES	Rtt109 Vps75	PfHsp90 set2	CDK5 p35 inh	RTF Ca sens inh	dFosB act	RTF Ca sens act	PvdQ acylase	SUMO Mot1 rescue	NSD2 HMT inh	C-LANA FP	Keap1 Nrf2 FP
COc1cc(/C=N/n2cnnc2)ccc1OCc1ccccc1	29	1	-0.9	-3	-9	-3	3	540*	0	-0.7	2
C#CCNC(=O)C1=C[C@@H](c2ccc(C#C)cc2)C[C@@H](OCc2ccc(CO)cc2)O1	-8	-6	0.6	-10	-6	-5	-5	-6	/	0.0	-3
COc1ccc(/C=N\Nc2ccccc2[N+](=O)[O-])c(C(=O)O)c1OC	4	-73	1.7	-5	0	0	-7	974*	2	1.4	-6
COC(=O)C1=C(C)NC(=O)NC1c1ccc(-c2ccccc2Cl)o1 (stereo not given)	-7	-17	2.3	14	5	-6	3	5	-4	0.2	3
CC(C)NC(=O)C(=O)NCCC1CCCCN1S(=O)(=O)c1cccs1 (stereo not given)	-1	21	-0.4	12	4	1	-4	-9	-6	0.6	-1
O=C(N/N=C/C(Br)=C/c1ccccc1)c1ccccc1[N+](=O)[O-]	2	30	0.8	0	2	-6	-2	-19	4	0.9	4
CCOC(=O)c1sc(=NC(=O)c2ccc(S(=O)(=O)N3CC(C)OC(C)C3)cc2)n(C)c1C (stereo not given)	3	-20	-1.1	4	-4	-1	1	52	-3	-0.5	-3
CC1(C)CC(=O)C=C(c2cccc3c2Oc2ccccc2S3)C1	1	-6	0.1	-5	-4	1	-11	31	/	-1.5	-8
Cc1ccc(C(=O)CC2(O)C(=O)N(Cc3ccccc3Cl)c3ccccc32)o1 (stereo not given)	-22	7	0.2	7	-10	0	-8	6	7	-0.3	0
CC(=O)N1[C@@H]2CC3C4CC=C5C[C@@H](O)CC[C@]5(C)C4CC[C@]3(C)[C@@]21C(C)=O (stereo not given in full)	14	34	-1.9	-1	-7	5	4	101	-2	-0.2	-5
CCN(CC)CCOC(=O)C1(c2ccc(OC)c(OC)c2)CCCC1	-2	7	0.3	-9	1	6	-17	431	6	-1.3	0
CCOC(=O)N1CCN(CC(=O)Nc2ccc(F)cc2F)CC1	-1	39	-0.5	-15	-4	0	-5	-1	-1	1.1	0
Cc1ccc2cc(C#N)c(N3CCCN(C(=O)C4CCCO4)CC3)nc2c1C (stereo not given)	-5	10	-1.3	-7	-7	4	-3	-13	-4	2.5	-4
OCCNCc1cccc(OCc2ccc(Cl)cc2)c1	-5	-7	1.2	-4	-11	26	-7	-12	3	3.8	-2
CCCCc1ccc(NC(=O)C(=O)NCCN2CCN(C(=O)c3ccc([N+](=O)[O-])cc3)CC2)cc1	7	17	-1.3	-17	1	-3	-13	-10	-4	0.2	1
Cc1ccc(CNC(=O)c2nccnc2C(=O)O)cc1	/	6	-0.3	-7	6	9	-17	-29	-2	-1.6	-6
O=Cc1ccc(C(=O)OCC(=O)NC(=O)Nc2ccccc2F)cc1	2	-33	1.7	-13	-15	-8	-13	6	/	0.6	0
Brc1ccc(CN2C3=NCCCN3c3ccccc32)cc1	/	-4	-0.6	10	0	-8	-7	-10	1	-0.6	-1
O=C(CSc1nc2c(c(=O)n1-c1ccc(F)cc1)SCC2)NCC1CCCO1 (stereo not given)	-2	-9	1.1	-1	3	7	-5	-14	3	0.7	-7
CC(OC(=O)c1cccnc1SCc1cc(=O)n2ccccc2n1)c1ccccn1 (stereo not given)	28	1	0.2	0	-14	0	6	-9	2	-1.3	-1
COC(=O)C(NC(=O)c1ccc(OC)cc1)(Nc1ncc(S(=O)(=O)c2ccc([N+](=O)[O-])cc2)s1)C(F)(F)F (stereo not given)	18	-1	0.8	3	-5	3	-7	8	/	-0.6	-3
O=C(NCCc1cn2ccccc2n1)c1ccc(Br)o1	3	10	-0.2	-4	-2	6	6	-1	/	1.2	-5
Cc1c(C(=O)NN)nn(-c2ccc(Cl)cc2)c(=O)c1C#N	8	-11	-1.0	-13	-3	0	11	-2	/	-1.6	0
COC(=O)CCCC1=CC2=CC(=O)C(C)(OC(=O)c3cccs3)C(=O)C2=CN1CCN1CCOCC1 (stereo not given)	28	-6	3.5	-4	-3	1	-6	-15	/	-0.9	-2
NC(=O)c1c(NC(=O)CSc2nc3c(c(C(F)(F)F)n2)CCc2ccccc2-3)sc2c1CCCC2	-4	-8	-0.6	0	-3	3	-8	1	1	0.3	-5
CSc1cccc(NC(=O)C2(S(=O)(=O)c3ccc(C)cc3)CC2)c1	-2	-9	1.6	-6	-4	-2	-12	65	-6	-1.1	-3
O=C(Cn1cncn1)N/N=C/c1cccc2ccccc12	-5	-30	-0.3	-27	-4	1	-10	-9	1	-2.5	-1
CCn1c(Sc2nc(C)nc3scc(-c4cccs4)c23)n[nH]c1=O	4	-91	-3.0	-9	-3	-4	1	-3	7	-0.6	1
CC1=Nc2cc(C(=O)N3CCCC3)ccc2Sc2ccc(C)cc21	2	17	-0.8	3	-14	-4	-10	0	7	-0.5	0
O=C(NCC1CCCO1)c1c(O)c2cccc3c2n(c1=O)CC3 (stereo not given)	30	12	-0.5	2	-11	-8	8	-10	-3	-0.2	-8
COC(=O)[C@@]1(Cc2ccc(OC)cc2)[C@@H]2[C@@H](CC(=O)[C@H]2CC(=O)C(=O)N(C)C)CN1C(=O)c1ccccc1	2	0	-2.2	-2	-5	9	-10	-16	/	0.5	-11
CCOCCCNC(=O)C(NC(=O)c1ccccn1)c1ccc(C)cc1 (stereo not given)	7	-4	0.3	-8	5	4	-10	-15	4	0.2	3
COc1ccc(-n2nc([N+](=O)[O-])c(=NCCc3ccccc3)n2O)cc1	5	-118	-1.1	3	-12	-8	-13	4	7	-0.6	-8
COc1ccccc1N(CC(=O)NC1CCCCC1)S(C)(=O)=O	/	7	1.4	-4	-4	4	2	6	2	-0.7	-1
Cc1ccc(C=Nc2cc([N+](=O)[O-])ccc2C)s1	1	6	-0.1	-1	5	2	9	71	-4	-1.2	-2
CC1(C(=O)NNC(=S)NCc2ccco2)CC1(Cl)Cl (stereo not given)	3	-1	-0.5	3	0	-1	7	-2	2	0.0	-3
O=C(Nc1ccc(F)cc1)c1ccccc1NS(=O)(=O)N1CCCC1	19	5	-1.1	4	0	4	10	-4	-12	-0.3	-5
NC1(C#Cc2ccc3oc(=O)c(-n4cc(-c5ccsc5)nn4)cc3c2)CCCCC1	3	/	-2.9	-1	5	3	-2	0	/	-2.1	-7
C=Cn1cc[n+](CC(=O)c2ccc(Cl)cc2)c1	4	-4	0.0	-7	13	-1	2	-1	-1	-3.5	2
COc1cc(-c2nc3n(c(=O)c2C#N)CCS3)cc(OC)c1OC	-9	-9	-1.2	2	-7	-5	-6	7	0	-1.4	-3
CCOC(=O)N1CCC(NC(=O)c2cc3ccccn3n2)CC1	3	-4	-0.9	0	0	-2	-1	-4	/	0.1	-4
CCO[C@H]1OC(C(=O)N2CCN(Cc3ccccc3)CC2)=C[C@@H](C2CCCCC2)[C@@H]1CCCO	14	1	0.3	2	3	0	-7	2	/	-1.4	-1

Screening results deposited in PubChem BioAssay by several laboratories.
